Screening data as filed in PubChem BioAssay.
KKLEB tox: reduces viability of KKLEB cystic fibrosis airway cells; KKLEB CF airway cells viability, ATPlite luminescence, overnight; stronger effect = lower value; cells stimulated with P. aeruginosa culture filtrate; activity change (cytotoxicity), % at 5 µM; 0.36% of 360,000 active; AID 602141;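 active = corrected activity change at or below -50% at 5 µM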
TRPM1 prom inh: inhibitors of MITF-driven TRPM1 promoter in melanoma cells. AID 488899. inhibition, % at 12.5 µM. SK-MEL-5 TRPM1 promoter luciferase, 24 h. 0.83% of 330,000 active;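 active = mean inhibition across replicates of 60% or more, whatever share of single replicates reaches that level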; note: values of inactives mirror those of a sister screen read the other way
Shn3 3UTR inh: reduces Shn3 3'UTR luciferase signal in osteoblasts; Clone20 osteoblast Shn3 3'UTR firefly luciferase, 24 h; inhibition, % at 12.5 µM; 0.52% of 360,000 active; AID 588674;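 active = mean inhibition of at least 75% with every replicate also reaching 75%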;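 note: 0% = median of neutral control wells and 100% = pilot-screen positive control compound; some compounds past the cut are filed as inactive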
NR2E3 ag-1: activates human photoreceptor nuclear receptor NR2E3; GST-NR2E3/biotin-RetCOR TR-FRET, 1536-well; AID 2300; inhibition of corepressor binding, % at 4.78 µM; 0.12% of 320,000 active; Q9Y5X4;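 active = percent inhibition above the cutoff of mean plus 3 SD of all tested compounds, set per screening campaign, cut at about 20% in these data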;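 note: 0% = DMSO wells and 100% = biotin wells as full block of FRET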
Target sequence (Q9Y5X4 whole entry, looked up): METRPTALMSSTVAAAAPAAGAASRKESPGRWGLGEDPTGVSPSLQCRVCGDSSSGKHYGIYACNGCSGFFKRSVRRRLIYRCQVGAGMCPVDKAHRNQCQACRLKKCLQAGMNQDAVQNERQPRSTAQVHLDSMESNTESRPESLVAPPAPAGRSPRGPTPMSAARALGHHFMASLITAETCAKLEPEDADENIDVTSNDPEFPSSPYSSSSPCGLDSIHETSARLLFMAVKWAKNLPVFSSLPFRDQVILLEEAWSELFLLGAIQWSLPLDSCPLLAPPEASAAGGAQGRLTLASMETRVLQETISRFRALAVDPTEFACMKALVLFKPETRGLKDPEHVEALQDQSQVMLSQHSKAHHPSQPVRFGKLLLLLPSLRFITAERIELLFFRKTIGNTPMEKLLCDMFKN
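Material: NR2E3–RetCOR corepressor complex / Amount: 1.35 nM GST-NR2E3 / Medium: Tris pH 7.5 / Compound: single nominal compound dose of 4.8 µM / Incubation: 5 h at 4 °C / Technique: TR-FRET, Eu(K)-anti-GST donor, streptavidin-D2 acceptor, ex 340, em 617/671 nm / Read-out basis: percent loss of FRET ratio relative to control wells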
HIF-2a inh: blocks HIF-2a reporter activity; 786-0 RCC cells HIF-2a reporter, luciferase luminescence, overnight; inhibition, % at 18.8 µM; 0.72% of 360,000 active; AID 624352;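 active = inhibition of the luminescence signal of 40% or more relative to plate controls, in a single-dose primary screen at 18.75 µM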
C8 TRAIL sens: sensitizes caspase-8 expressing cells to TRAIL. 1% of 360,000 active. inhibition (viability loss, TRAIL sensitization), % at 10 µM. AID 624354. NB7+C8 cells + TRAIL, ATPlite viability luminescence;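 active = compounds causing at least 50% loss of cell viability in the single-dose screen, relative to plate controls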
hiPSC survival: enhancers of human iPSC single-cell survival; hiPSC single-cell survival, ATPlite luminescence; 100% = ROCK inhibitor wells, 0% = DMSO; survival enhancement, % at 20 µM; 0.044% of 360,000 active; in the data active = survival enhancement above about 18%;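 note: cells exposed to compounds for 16 hours before the ATP read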
CF NFkB block: inhibitors of cystic fibrosis induced NF-kB; inhibition, % at 5 µM; 0.86% of 360,000 active; KKLEB NF-kB-GFP reporter, PAF-induced, GFP fluorescence overnight; AID 588850;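 active = at least 50% inhibition at 5 µM, scaled per plate between neutral and stimulator controls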;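 note: PAF is a Pseudomonas aeruginosa culture filtrate used as stimulus; plate controls were PAF-stimulated DMSO wells for no effect and unstimulated DMSO wells for full effect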
NR2E3 ag-2: human photoreceptor-specific nuclear receptor agonism | Q9Y5X4 | CHO-S Gal4-NCOR/VP16-NR2E3 two-hybrid, luciferase | inhibition of corepressor binding, % at 3.98 µM | 0.35% of 360,000 active | AID 602229;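 active = inhibition above the mean of all tested compounds plus 3 SD, cut at about 70% in these data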;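 note: 0% = DMSO with NR2E3 transfected cells and 100% = cells lacking NR2E3 construct; higher means lower luciferase signal from less NR2E3 corepressor binding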
Peg3 prom inh: reduces Peg3 promoter-driven luciferase expression in HeLa. HeLa PEG-Prom luciferase reporter, luminescence, overnight. inhibition, % at 20 µM. 1.7% of 360,000 active. AID 588405;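 active = inhibition of at least 50% at 20 µM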
LMP1 NFkB inh: reduces LMP1-driven NF-kappaB luciferase signal; LMP1-induced NF-kappaB luciferase reporter cells, luminescence; inhibition, % at 12.5 µM; 0.69% of 350,000 active; AID 504558; in the data active = inhibition above about 41%;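 note: 0% = neutral control wells and 100% = reference inhibitor control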
Numbers without * were called inactive; . = no result given. An excerpt, so the mix of outcomes need not match the whole.

Second line of a record – KKLEB tox	TRPM1 prom inh	Shn3 3UTR inh	NR2E3 ag-1	HIF-2a inh	C8 TRAIL sens	hiPSC survival	CF NFkB block	NR2E3 ag-2	Peg3 prom inh	LMP1 NFkB inh
Cc1ccc(-n2ncc3c2CCCC3NC(=O)c2ccoc2)cc1C (stereo not given)
  -13	21	20	0	10	18	-0.4	6	10	2	11
Cn1c(CCN2CCCCC2)nc2cc(NC(=O)NC3CCCCC3)ccc21
  -5	2	3	0	2	-10	-3.6	-5	14	-9	0
COc1ccc(OC)c(S(=O)(=O)Nc2ccc(OCC(=O)O)cc2)c1
  7	5	-5	-2	4	1	-0.8	-2	-20	0	1
CC(C)(C)NC(=O)Cn1nnc(-c2ccccc2NC(=O)c2ccco2)n1
  3	-9	1	-2	11	13	3.8	-8	-23	3	1
C[C@H](CO)N1C[C@H](C)[C@@H](CN(C)S(=O)(=O)c2ccc(F)cc2)Oc2ccc(NS(=O)(=O)c3ccc(F)cc3)cc2C1=O
  2	-21	10	.	12	-11	-3.0	-14	-1	-1	-4
CC1C(=O)N(Cc2cn(Cc3ccco3)nn2)CCS(=O)(=O)N1Cc1ccc(-c2ccncc2)cc1 (stereo not given)
  8	.	-10	.	14	-5	-0.8	-17	-23	-7	-11
CCOC(=O)C(CCCCC(NC(C)=O)(C(=O)OCC)C(=O)OCC)(NC(C)=O)C(=O)OCC
  8	-10	10	-1	13	14	0.8	10	-4	1	-8
C=CCNS(=O)(=O)c1ccc(OCC(=O)OCC)cc1
  -10	6	-35	-5	7	15	3.4	12	-12	-19	-15
CCn1c(SCc2ccccc2Cl)nc2ccccc21
  -9	-40	7	1	-148	7	-0.4	-15	-66	-170	1
CSCCC(NC(=O)c1ccccc1)C(=O)N1CCN(C(C)=O)CC1 (stereo not given)
  -8	-5	8	1	13	-1	-0.8	-3	19	11	3
CC(C)Cn1cnc2c(c(-c3ccccc3)c(-c3ccccc3)n2Cc2ccco2)c1=N
  -15	17	3	-2	58*	26	15	13	-10	104*	7
COc1cc2c(cc1OC)/C(=C/C(=O)c1ccc(F)cc1)NCC2
  -22	-12	25	1	-14	32	-0.3	30	-10	5	15
Cc1ccccc1OCc1n[nH]c(=S)n1Cc1ccccc1
  4	-9	-7	2	-2	4	-2.9	8	-25	4	-2
CN1CC(c2ccc(C#N)cc2)C2(COc3ccccc3C2=O)C12C(=O)Nc1ccccc12 (stereo not given)
  8	17	19	1	17	8	2.7	-1	4	20	6
CCCc1cc(=O)[nH]c(SCC(=O)N2CCN(S(=O)(=O)c3ccc(Cl)cc3)CC2)n1
  -5	-3	-7	-4	14	-9	-1.0	10	-14	4	-12
Cc1nnsc1Sc1cccc(C(F)(F)F)c1
  -10	-5	-1	-2	12	-13	2.5	-2	12	6	2
Cc1ccc(C(=O)NC(C)c2ccc(S(N)(=O)=O)cc2)s1 (stereo not given)
  13	8	8	4	0	-5	-0.3	-16	-8	2	-1
C#CCNc1ccc([N+](=O)[O-])cc1
  2	3	-14	0	4	2	-1.3	-6	-14	-2	3
N#Cc1c(/N=C/c2cccs2)sc2c1CCC2
  -4	-32	-79	0	-287	10	2.6	-6	-31	-332	-10
COc1ccccc1N(C(C)=O)c1nc(C)cc(C)c1C#N
  14	16	2	0	9	1	-0.1	-5	-9	19	-7
O=C(NC1CC1)c1ccc(-c2cnc3cccnn23)cc1
  4	.	-56	.	-141	8	2.3	12	-79	-210	.
N#Cc1c(-c2ccc(Cl)cc2)c(-c2ccc(Cl)cc2)nn(CCOC(=O)CCC(=O)O)c1=O
  -4	11	5	.	13	27	-0.9	5	-9	5	-3
CCOC(=O)C(=O)Nc1sc(C(=O)N(CC)CC)c(C)c1C#N
  -1	13	-9	-1	13	-3	-0.3	-5	-2	7	0
O=C(NCCCNC(=O)c1cnccn1)c1ccc(Cl)c(Cl)c1
  -1	3	-5	-1	13	-10	-0.5	11	-15	7	-5
CCc1nc2ccc(C(=O)N3CCN(C(C)=O)CC3)cn2c1N(C=O)Cc1ccc(OC)cc1
  -6	.	-7	.	0	0	-3.3	5	-18	-3	.
O=C1NC(c2ccc3c(c2)OCO3)Nc2ccccc21 (stereo not given)
  1	-36	-40	-1	-155	26	-1.1	0	-57	-136	-1
O=C(CN1CCN(c2ncccn2)CC1)N1CCc2ccccc21
  -6	-21	-19	3	-20	-4	-2.0	4	-1	-21	-3
Cn1c(-c2ccc[nH]c2=O)nc2cc(Cl)ccc21
  -8	1	20	1	2	9	-0.3	7	-24	-5	-2
CCN(Cc1cc2cc(C)ccc2[nH]c1=O)S(=O)(=O)c1ccccc1
  -1	5	4	-3	16	-1	1.5	15	2	28	-8
COc1cc(NC(=O)COC(=O)CNS(=O)(=O)c2ccc(F)c(F)c2F)cc(OC)c1
  -6	-7	7	2	8	0	1.3	-11	12	20	-4

Three compounds already listed, ordered by formula weight, low to high:
Second line of a record – KKLEB tox	TRPM1 prom inh	Shn3 3UTR inh	NR2E3 ag-1	HIF-2a inh	C8 TRAIL sens	hiPSC survival	CF NFkB block	NR2E3 ag-2	Peg3 prom inh	LMP1 NFkB inh
Cc1nnsc1Sc1cccc(C(F)(F)F)c1
  -10	-5	-1	-2	12	-13	2.5	-2	12	6	2
Cc1ccc(C(=O)NC(C)c2ccc(S(N)(=O)=O)cc2)s1 (stereo not given)
  13	8	8	4	0	-5	-0.3	-16	-8	2	-1
CC1C(=O)N(Cc2cn(Cc3ccco3)nn2)CCS(=O)(=O)N1Cc1ccc(-c2ccncc2)cc1 (stereo not given)
  8	.	-10	.	14	-5	-0.8	-17	-23	-7	-11

Additional structures follow.
Second line of a record – KKLEB tox	TRPM1 prom inh	Shn3 3UTR inh	NR2E3 ag-1	HIF-2a inh	C8 TRAIL sens	hiPSC survival	CF NFkB block	NR2E3 ag-2	Peg3 prom inh	LMP1 NFkB inh
COc1ccc(/C=N/NC(=O)CCn2nc(C)cc2C)cc1O
  6	0	-17	1	13	7	-0.1	-3	14	6	-8
CCC1(c2ccccc2)NC(=O)N(CC(=O)Nc2ccc(S(N)(=O)=O)cc2)C1=O (stereo not given)
  -12	.	-5	4	-5	3	0.0	15	-13	7	2
CC(C)C(=O)Nc1ccc2oc(-c3cc(F)c(F)cc3Cl)nc2c1
  14	-39	-65	-1	-225	14	0.5	-22	-18	-208	-25
CCOC(=O)C1CCN(C(=O)CCNS(=O)(=O)c2cc(Br)cnc2N)CC1
  11	5	-8	0	3	-2	-0.2	-7	3	8	0
O=C(O)c1cc(NC(=O)c2ccc([N+](=O)[O-])cc2)cc(NC(=O)c2ccc([N+](=O)[O-])cc2)c1
  3	6	1	1	13	1	-0.4	10	-30	10	5
Cc1nc(SCC(=O)NCC2COc3ccccc3O2)c2c(C)c(C)sc2n1 (stereo not given)
  -5	0	-3	.	13	-8	0.2	18	-5	20	-1
COC(=O)[C@@]1(Cc2ccccc2)[C@H]2C(=O)N(C)C(=O)[C@H]2[C@H]2CN=C(SCc3ccc(C#N)cc3)N21
  7	-11	-12	.	11	14	0.9	-12	16	12	0
COC(=O)CSC1=C(C#N)C(c2ccccc2)CC(=O)N1 (stereo not given)
  2	16	10	3	-4	10	-1.3	-6	-29	6	6
Cn1nnnc1SCC(=O)Nc1ccc(Cl)cn1
  22	8	-18	-2	-24	-1	-0.5	0	3	-2	6
Cc1cc2oc(=O)cc(CN3CCCCC3C)c2cc1C (stereo not given)
  10	9	23	-2	-16	3	0.5	-10	-67	-3	2
Cc1noc(C)c1C(=O)Nc1nc(C23CC4CC(CC(C4)C2)C3)cs1
  11	4	46	-3	-33	26	0.0	-14	-8	8	1
NC(=O)CC(NC(=O)c1cccc(Br)c1)c1ccc(NC2CCC2)c([N+](=O)[O-])c1 (stereo not given)
  -1	7	15	5	3	-11	-1.2	-8	1	15	9
CC[n+]1c(C)sc2c(C)cc(C)cc21
  3	8	6	-3	10	9	3.1	-13	-25	-1	-1
O=C(CCC1N=C2c3ccccc3N=C(SCC(=O)NCC3CCCO3)N2C1=O)NCc1ccc(F)cc1 (stereo not given)
  11	5	-8	0	14	5	-0.3	-19	-19	-3	-6
S=C1c2ccccc2CN1c1ccccc1
  12	-37	-30	4	-146	-12	1.3	-10	-38	-125	-10
COc1ccc(S(=O)(=O)N2CCCCCC2)cc1NC(=O)CCCOc1ccccc1
  -15	15	10	4	1	-5	0.5	11	0	10	6
O=C(Nc1ccc([N+](=O)[O-])cc1)c1cccc(S(=O)(=O)Nc2ccccn2)c1
  3	-7	8	1	-18	5	-0.6	-6	-9	-39	1
COc1ccc(NC(=O)c2cc3ccccc3oc2=O)cc1
  -20	.	37	.	-2	50	-3.8	-26	-113	55*	73*
COCC(C)N1CCC(n2nccc2NC(=O)CCCc2ccccc2)CC1 (stereo not given)
  -1	0	7	-3	7	10	-0.4	6	-6	-1	5
CC(C)CNC(=O)C1(C)CCCN1Cc1ccc(S(C)(=O)=O)cc1 (stereo not given)
  -14	.	-13	.	10	-11	-1.5	12	-13	-5	.
C/C(=N\NC(=O)C1CC1)c1cccnc1
  5	-9	-23	-4	15	-17	-0.2	-5	-12	4	0
COc1ccc(CCc2nc(-c3cccs3)no2)cc1
  -2	-52	-68	0	-267	14	-0.2	1	-68	-309	-26
CC(=O)Nc1cccc2c1C(=O)N(c1ccccc1C)C2=O
  8	4	0	1	5	1	5.6	-14	-28	15	-6
Cc1ccc(-n2nnnc2SCC(=O)c2c(N)n(CC(C)C)c(=O)n(C)c2=O)cc1
  -35	13	5	4	5	19	-1.5	-4	-34	11	-15
CC(C(=O)c1ccc(-c2ccccc2)cc1)[n+]1cccc(Br)c1 (stereo not given)
  6	12	4	2	-7	3	0.2	-19	-24	10	1
C=CCc1ccc(OCCOc2cccc(/C=N/n3cnnc3)c2)c(OC)c1
  6	-5	5	0	5	19	-0.6	-20	-102	-258	20
CSc1nc2c(c(=O)[nH]c(=O)n2C)n1Cc1ccccc1
  1	-3	7	2	11	-2	-0.5	13	-6	15	18
O=C(COc1cccc2ccccc12)NNC(=O)c1cnccn1
  -6	11	-4	2	25	2	-0.5	-4	-21	14	3
O=C1C(=O)N(CNc2ccccn2)c2ccccc21
  -5	6	-5	-1	11	-3	-0.5	4	11	14	-6
NS(=O)(=O)c1ccc(CNC(=O)/C=C/c2ccccc2[N+](=O)[O-])cc1
  4	9	-2	-2	16	-5	2.9	0	-17	6	-2
Cc1cccc(N2C(=O)CN=C2Nc2nc(C)cc(C)n2)c1
  4	5	8	-4	4	5	2.3	-14	-2	-4	0
COC(=O)C1=C(C)N(Cc2ccccc2)C(=NCCc2c[nH]c3ccccc23)N[C@H]1c1ccccc1
  -4	28	3	.	6	15	-5.0	16	-24	1	-4
O=C(NCc1ccncc1)c1ccc(S(=O)(=O)Nc2ccccc2)cc1
  -9	6	-16	3	12	18	-0.5	11	0	16	-6
Cc1c(C)c2c(OCC(=O)N3CCC(C(=O)O)CC3)cc3c(c2oc1=O)CCC(C)(C)O3
  -2	6	4	2	2	-15	-3.6	2	-23	2	-5
CCOC(=O)c1c(C)n(CCO)c2ccc(O)cc12
  5	1	-72	-1	2	-3	0.7	-20	-3	2	-8
